Compound activity (PubChem)
ER stress death = ER stress cell death inhibition | CSM14.1 thapsigargin ER stress survival, ATP luminescence | relative survival (cellular ATP), % at 15 µg/mL (by protocol) | 48,000 compounds, 0.33% hits;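 active = survival measured by cellular ATP above 50% at 15 µg/ml in the first screen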;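 also: cell death triggered by about 15 µM thapsigargin; ATP read 24 h after thapsigargin was added; plate controls were thapsigargin with DMSO for no effect and DMSO without thapsigargin for full effect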
* = called active by the depositor. Only part of the results is shown (hit frequency here may not be typical).

Compound | ER stress death
Cc1cc(C(=O)Nc2ccccc2C(N)=O)ccc1[N+](=O)[O-] | 0
Cc1ccc(-c2ccc(/C=C3\C(=O)NN(c4ccccc4)C3=O)o2)c([N+](=O)[O-])c1 | 4
COCCNC(=O)COc1ccc(Br)c(C)c1 | 1
COC(=O)CN1C(=O)C(=O)c2ccccc21 | 2
COC(=O)C1=NN(C(=O)c2cccc(Br)c2)C(O)(c2ccccc2)C1 (stereo unspecified) | -1
COc1ccc(-c2nc3ccccc3o2)cc1NC(=O)c1cc2ccccc2cc1OC | 13
O=C1C(=O)N(c2ccccn2)C(c2cccc(Br)c2)/C1=C(\O)c1ccc(Cl)cc1 (stereo unspecified) | -2
Cc1ccc(S(=O)(=O)N2CCCC2C(=O)Nc2ccc([N+](=O)[O-])cc2)cc1 (stereo unspecified) | 3
CCc1c(C)sc(NC(=O)c2c(-c3ccccc3Cl)noc2C)c1C(=O)OC | 13
CSc1nc(=S)n(-c2ccc([N+](=O)[O-])cc2)c(C)c1C(C)=O | 0
NC1=NC(=O)/C(=C/c2ccc(-c3cc([N+](=O)[O-])ccc3Cl)o2)S1 | 9
Cc1ccc(C(=O)N/C(=C\c2sccc2C)C(=O)NCCCN2CCOCC2)cc1 | 0
CCN(C(=O)c1cc(OC)c(OC)c(OC)c1)c1ccccc1 | 6
CC(=O)Nc1nc2ccccc2n1CCN(C)C | 14
COC(=O)C1=NN(C(=O)c2cccc([N+](=O)[O-])c2)C(O)(c2ccccc2)C1 (stereo unspecified) | 1
CCCC(=O)c1ccc(N2CCN(C(=O)c3ccccc3F)CC2)c(F)c1 | 9
CC(=O)Oc1cccc(N2C(=O)c3ccc(C(=O)c4ccc5c(c4)C(=O)N(c4cccc(OC(C)=O)c4)C5=O)cc3C2=O)c1 | 7
Cc1cccc(-c2cc3nc(-c4ccc([N+](=O)[O-])cc4)cc(=O)n3[nH]2)c1 | -2
CN1CCc2c(sc3[nH]c(=S)n(CCc4ccccc4)c(=O)c23)C1 | -1
O=C(NNc1ccccc1)C(O)(Cc1ccccc1)Cc1ccccc1 | 2
O=C(CSc1nc2ccc(Br)cc2c(=O)n1-c1ccccc1)Nc1ccccc1[N+](=O)[O-] | 8
O=C(/C=C/c1ccc(-c2ccccc2[N+](=O)[O-])o1)Nc1cccnc1 | -3
NC(N)=NS(=O)(=O)c1ccc(NC(=S)NC(=O)c2ccccc2)cc1 | 7
COC(=O)c1ccccc1NC(=O)c1ccccc1NC(=O)c1ccc(OC)cc1 | 2
COc1cc(/C=C/C(=O)O)cc(S(=O)(=O)NCCCC(=O)O)c1OC | -2
O/N=C1/CCCc2c1[nH]c1ccccc21 | 4
O=C1c2ccccc2C(=O)C1c1cccc2ccccc12 | 2
Cn1cnnc1Sc1nc2c(c(=O)n(C)c(=O)n2C)n1Cc1ccc(F)cc1 | 0
CC(NC(=O)C12CC3CC(CC(C3)C1)C2)C1CC2CCC1C2 (stereo unspecified) | 3
O=c1c2c(nc3cc(-c4ccc(F)cc4)[nH]n13)CCC2 | 1
O=C(O)c1cc(-c2ccc(O)cc2)nc2ccc(Br)cc12 | 3
CCSc1nnc2c(n1)OC(c1ccc(C(=O)O)cc1)Nc1ccccc1-2 (stereo unspecified) | -4
Cc1cc(=O)oc2c1ccc1oc(C(=O)c3ccc(Cl)cc3)c(C)c12 | -3
COc1ccccc1OCCNC(=O)c1ccc(Oc2ccccc2)cc1 | 52*
COc1ccccc1/C=C1\SC(=N)N(c2ccc(F)cc2)C1=O | 9
Cc1ccc(OCc2nnc(NC(=O)Nc3ccc(Cl)cc3)s2)cc1C | 3
O=C(NN1C(=O)CSC1c1ccc(Br)cc1)c1ccccc1 (stereo unspecified) | -1
CC1(C)CC(=O)C2=C(C1)Nc1ccccc1N(C(=O)Cc1ccccc1)C2c1ccc(Cl)cc1 (stereo unspecified) | 10
CCC(C)NC(=O)CN(c1ccccc1OC)S(=O)(=O)c1ccccc1 (stereo unspecified) | 8
COc1ccc(NC(=O)CCC2CCCCC2)cc1 | 3
COc1cc(-c2nc3ccccn3c2/N=C/c2cc3c(cc2[N+](=O)[O-])OCO3)ccc1O | 9
COc1ccc(C2/C(=C(\O)c3ccc(C)cc3)C(=O)C(=O)N2CCCC(=O)O)cc1 (stereo unspecified) | -5
Cc1ccsc1C=Nc1ccc(Br)cn1 | 1
Cn1c(=O)c(N2CCOCC2)c2c3c(cccc31)C(=O)c1ccccc1-2 | 6
N#C/C(=C\c1ccc(-c2ccc(Br)cc2)o1)C(N)=O | -3
Cc1cc(C(=O)NCCC(c2ccccc2)c2ccccc2)ccc1[N+](=O)[O-] | -1
N#C/C(=C/c1ccc(Sc2ccccc2)o1)C(=O)Nc1ccccc1 | -1
CCN1C(=O)c2cccc3c(NC(=O)c4ccc(C(=O)c5ccccc5)cc4)ccc1c23 | 6
COc1ccc(OC)c(C2NC(=S)NC(C)=C2C(=O)Nc2ccccc2OC)c1 (stereo unspecified) | 8
N#Cc1c(-n2ncnc2-c2cccc([N+](=O)[O-])c2)sc2c1CCCC2 | -12
O=C1NC(=O)N(c2ccc(Cl)cc2)C(=O)/C1=C/c1ccc(O)c(Br)c1 | 6
O=C(Nc1nc(-c2ccc3ccccc3c2)cs1)C1CC1 | 1
COc1cccc(C(=O)Nc2nc3ccc(C)cc3s2)c1 | 5
O=C(Nc1ccccc1C(=O)N1CCCC1)c1ccc(Cl)cc1 | -11
CC(=O)NCC1=C(NC(C)=O)C2CC1C(C)(C)C2C (stereo unspecified) | 3
COc1ccc(C2OCC3(CO2)SC2=NCN(C)CN2C3=O)cc1 (stereo unspecified) | 2
O=C(NCC1CCCO1)c1cc2nc(-c3ccccc3)cc(-c3ccccc3)n2n1 (stereo unspecified) | 17
CCOC(=O)c1c(N2C(=O)C=CC2=O)sc2c1CCCC2 | 5
O=C(COc1ccc(Br)cc1)N/N=C/c1ccco1 | 3
CCN(CC)CCCNC(=O)c1cc2nc(-c3ccc([N+](=O)[O-])cc3)cc(C(F)(F)F)n2n1 | -7

Remaining list, next part
Compound | ER stress death
CC(=O)Nc1ccc(C(=O)Nc2ccc([N+](=O)[O-])cc2)cc1 | 9
COCCN1C(=O)C(=O)/C(=C(/O)c2ccccc2)C1c1ccc(C)cc1 (stereo unspecified) | 13
CCN(CC)C(=O)c1ccccc1Br | -4
C/C(=N\NC(=O)CCN1CCN(C)CC1)c1ccc(O)cc1 | 13
CN1c2ccccc2N(C)C1(C)c1cccc2ccccc12 | 2
COc1cccc(-c2cc(C(=O)Nc3ccc(S(N)(=O)=O)cc3)c3ccccc3n2)c1 | 0
O=C1OC(c2ccccc2)=N/C1=C/c1ccc(-c2cccc([N+](=O)[O-])c2)o1 | 4
Cc1onc(-c2ccccc2Cl)c1C(=O)Nc1ccc(C(N)=O)cc1 | 10
CCCOC(=O)c1c(-c2cc(C)ccc2C)csc1N | 7
O=C1Nc2c(S(=O)(=O)O)cc(S(=O)(=O)O)c3cccc1c23 | 10
CCc1ccc2c(c1)C(O)(CC(=O)c1ccc(Cl)cc1)C(=O)N2 (stereo unspecified) | 9
CCOc1cc(OCC)cc(C(=O)Nc2ccc(-c3nc4ccc(C)cc4o3)cc2)c1 | -3
O=C(Nc1cccc2nsnc12)c1ccc(Cl)cc1Cl | 7
CCCC(=O)C1=C(N2CCCCC2)CC(C)(C)CC1=O | 8
O=C(C[n+]1cccc(NC(=O)c2ccccc2)c1)c1ccc2c(c1)Cc1ccccc1-2 | -34
O=C(c1ccncc1)N1CCN(Cc2ccccn2)CC1 | 0
CC1CN(c2ccc([N+](=O)[O-])cc2Cl)CCN1S(C)(=O)=O (stereo unspecified) | -3
O=S(=O)(c1ccc(Cl)cc1Cl)N1CCN(c2ccccc2)CC1 | 12
Cc1cccc(C(=O)O/N=C(\N)Cc2cccc3ccccc23)c1 | -5
Cc1ccc2[nH]c(C(=O)N/N=C/c3ccc4c(c3)OCO4)c(-c3ccccc3)c2c1 | -1
CCOc1ccc(/C=N/NC(=O)c2cc(-c3ccccc3)n[nH]2)cc1 | 1
O=C(CC(NC(=O)c1ccccc1)c1ccccc1)OCC(=O)N1c2ccccc2Sc2ccccc21 (stereo unspecified) | 3
Nc1nc(NCCCN2CCOCC2)cc(-c2ccccc2)n1 | -6
COc1ccc(CCN(C(C)=O)C2CC(=O)N(c3ccccc3)C2=O)cc1 (stereo unspecified) | 8
Cc1ccc(NC(=O)CN(c2ccc(Oc3ccccc3)cc2)S(C)(=O)=O)cc1C | 7
CN(C)c1ccc(C(=O)N2CCN(c3cccc(Cl)c3)CC2)cc1 | 2
O=[N+]([O-])c1ccc(N2N=C(c3ccc(O)cc3)CC2c2ccc(F)cc2)cc1 (stereo unspecified) | 4
O=C(Nc1ccc(OC(F)(F)F)cc1)c1ccc([N+](=O)[O-])cc1Cl | 2
COc1ccc(N2C(=O)/C(=C/c3ccc(-c4ccc([N+](=O)[O-])c(C)c4)o3)SC2=S)cc1 | 2
O=C(NC12CC3CC(CC(C3)C1)C2)C1CC(=O)N(c2ccccc2)C1 (stereo unspecified) | 1
CCOC(=O)C1=CN(c2ccc(OCC)cc2)C=C(C(=O)OCC)C1c1cccs1 | -2
Cc1ccc(N2CCN(C(=O)Nc3ccc(Cl)cc3)CC2)cc1 | -1
O=C(NC(Cc1ccccc1)Cc1ccccc1)c1ccccc1Br | -1
CCCC(=O)Nc1cc(-c2nc3ncccc3o2)ccc1C | 14
O=[N+]([O-])c1ccc(C=Nc2ccc(OC(F)(F)F)cc2)cc1 | 14
O=[N+]([O-])c1cccc(CN2CCN(S(=O)(=O)c3ccc(Cl)cc3)CC2)c1 | 0
O=C1c2ccccc2C(=O)N1CCc1nc2ccccc2c(=O)n1-c1nccs1 | 2
O=c1oc(-c2ccc(Br)cc2)nc2cc(Cl)ccc12 | 10
CC/C(CNC(=O)c1ccccc1)=N/NC(=O)CN(CC)c1ccccc1 | 9
COC(=O)C1=NNC2(C)C(=O)N(c3ccccc3OC)C(=O)C12 (stereo unspecified) | 1
O=C(Nc1ccccc1C(=O)NCCCn1ccnc1)c1ccccc1 | 5
O=C(NCCNc1ccc([N+](=O)[O-])cc1)c1cccnc1 | -1
COc1ccc(OC)c(/C=C/C(=O)c2cccc([N+](=O)[O-])c2)c1 | 2
Cc1ccc(NC(=O)CCCOc2ccccc2)cc1 | 13
Cc1cccc(NC(=O)c2ccc(NC(=O)COc3ccc(Cl)cc3Cl)cc2)c1 | 4
Cc1cc(C)c(NC(=S)NC(=O)c2ccccc2C)c(C)c1 | 5
CC(C)(C)c1cnc(NC(=O)c2ccccc2O)s1 | -5
COc1ccc2c(c1)OCC/C2=N/OC(=O)c1cccc(F)c1 | -18
CNc1c(Cl)c(Cl)c(Cl)c2c1C(=O)c1ccccc1C2=O | -9
CC(=O)Nc1cc(-c2cccc(Br)c2)nn1-c1ccccc1 | 13
Cc1nnc(SCc2ccccc2)[nH]c1=O | -2
O=C1C(=O)N(c2cccnc2)C(c2ccc(Br)cc2)/C1=C(\O)c1ccc(Cl)cc1 (stereo unspecified) | 12
COC(=O)c1c(C)oc2ccc(OC(=O)C(C)(C)C)cc12 | 3
Cc1ccccc1/C=N/Nc1ccc([N+](=O)[O-])cc1 | 12
CC1CCOP(=O)(C(Nc2ccc(Br)cc2)c2ccc(Br)cc2)O1 (stereo unspecified) | -1
CC(=O)NC(C)c1ccc(Cl)c(Cl)c1 (stereo unspecified) | -5
COc1cc(NC(=O)c2cccs2)c(OC)cc1Cl | 5
COc1ccc2c(c1)CCC/C2=N/NC(=O)c1ccoc1C | 4
COc1ccc(C2=NC(=Cc3ccc(Br)cc3)C(=O)O2)cc1 | 3
CCOC(=O)c1c(NC(=O)c2cc(OC)c(OC)c(OC)c2)sc(C(=O)Nc2ccc(OC)cc2OC)c1C | 2

Quoted at random: five entries already listed, in no set order.
Compound | ER stress death
O=C(Nc1ccccc1C(=O)NCCCn1ccnc1)c1ccccc1 | 5
COc1ccc2c(c1)OCC/C2=N/OC(=O)c1cccc(F)c1 | -18
Cc1nnc(SCc2ccccc2)[nH]c1=O | -2
COC(=O)C1=NNC2(C)C(=O)N(c3ccccc3OC)C(=O)C12 (stereo unspecified) | 1
COc1ccc2c(c1)CCC/C2=N/NC(=O)c1ccoc1C | 4

Next part
Compound | ER stress death
Cc1cccn2c(=O)c(/C=C3\SC(=S)N(CC4CCCO4)C3=O)c(NCCc3ccccc3)nc12 (stereo unspecified) | 1
COc1cc(C(=O)N2CCN(Cc3cccc(C(F)(F)F)c3)CC2)cc(OC)c1OC | -5
CCOc1ccccc1N=CC1=C(O)CC(c2ccccc2)CC1=O (stereo unspecified) | 4
O=[N+]([O-])c1ccc(C2Oc3ccccc3C3CC(c4ccccc4)=NN32)s1 (stereo unspecified) | -5
Cn1c(-c2ccccc2Br)n[nH]c1=S | -1
NC1=NC(=O)C(CC(=O)Nc2ccccc2C(F)(F)F)S1 (stereo unspecified) | 7
O=C(/C=C/c1ccc(OC2CSC2)cc1)c1ccc(Cl)cc1 | 8
Cc1cc(/C=N/O)c(C)c(COCc2cc(C)cc(/C=N/O)c2C)c1 | -3
CC1(C)CC(=O)c2sc(NC(=O)CN3CCCCC3)nc2C1 | 7
CC(=O)N/C(=C\c1ccc(F)cc1)C(=O)NC(C(=O)O)C(C)C (stereo unspecified) | -1
COc1cc(/C=N/n2c(C)nnc2-n2nc(C)cc2C)cc(I)c1O | 6
